NSD2 block: inhibitors of human NSD2, primary screen, biochemical, plate reader, single point; NSD2-SET H3K36me1 DELFIA fluorescence; inhibition, % at 12.5 µM; hit rate 0.07% among 44,000; Histone-lysine N-methyltransferase NSD2 (Homo sapiens), O96028; in the data active = inhibition above about 54%, passing the limit was not always enough;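 note: inhibitors reduce the monomethyl H3K36 fluorescence signal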
Target sequence (O96028 whole entry, looked up): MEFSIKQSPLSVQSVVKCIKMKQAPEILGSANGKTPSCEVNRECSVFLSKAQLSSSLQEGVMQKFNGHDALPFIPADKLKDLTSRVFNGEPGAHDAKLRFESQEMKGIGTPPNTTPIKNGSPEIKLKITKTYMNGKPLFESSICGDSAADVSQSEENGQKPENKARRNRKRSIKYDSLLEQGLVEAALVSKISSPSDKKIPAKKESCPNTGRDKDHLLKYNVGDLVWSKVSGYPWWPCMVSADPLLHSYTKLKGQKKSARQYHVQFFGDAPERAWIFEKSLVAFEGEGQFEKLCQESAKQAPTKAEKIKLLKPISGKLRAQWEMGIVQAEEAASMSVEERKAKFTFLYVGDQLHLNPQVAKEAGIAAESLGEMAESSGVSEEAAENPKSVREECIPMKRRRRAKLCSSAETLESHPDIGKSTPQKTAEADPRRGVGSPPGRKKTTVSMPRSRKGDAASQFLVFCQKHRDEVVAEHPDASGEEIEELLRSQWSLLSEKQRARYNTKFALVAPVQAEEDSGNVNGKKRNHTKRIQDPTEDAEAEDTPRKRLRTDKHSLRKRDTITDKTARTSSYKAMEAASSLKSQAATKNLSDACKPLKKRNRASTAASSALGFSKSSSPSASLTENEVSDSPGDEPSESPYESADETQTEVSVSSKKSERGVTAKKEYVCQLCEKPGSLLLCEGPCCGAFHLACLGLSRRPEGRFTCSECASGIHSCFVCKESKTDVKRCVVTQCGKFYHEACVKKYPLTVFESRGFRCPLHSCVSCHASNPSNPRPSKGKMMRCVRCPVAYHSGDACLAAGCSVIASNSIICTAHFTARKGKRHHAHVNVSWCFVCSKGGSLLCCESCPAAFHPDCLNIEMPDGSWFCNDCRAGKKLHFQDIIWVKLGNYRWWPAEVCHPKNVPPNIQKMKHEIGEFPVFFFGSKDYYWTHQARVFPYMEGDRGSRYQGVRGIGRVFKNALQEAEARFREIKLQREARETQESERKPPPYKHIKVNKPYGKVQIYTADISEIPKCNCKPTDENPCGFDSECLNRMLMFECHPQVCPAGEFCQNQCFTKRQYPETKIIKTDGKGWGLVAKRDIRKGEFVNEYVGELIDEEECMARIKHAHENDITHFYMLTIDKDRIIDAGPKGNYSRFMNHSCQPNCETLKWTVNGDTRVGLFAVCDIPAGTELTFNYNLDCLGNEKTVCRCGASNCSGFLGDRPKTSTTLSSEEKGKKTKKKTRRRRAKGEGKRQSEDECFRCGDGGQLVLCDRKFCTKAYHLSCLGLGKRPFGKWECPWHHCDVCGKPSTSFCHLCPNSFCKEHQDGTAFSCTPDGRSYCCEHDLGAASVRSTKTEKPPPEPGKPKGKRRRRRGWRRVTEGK
Starred values were filed as active, the others as inactive; i = inactive. Not all compounds are listed; count on the stated rates, not on these rows.

No.	NSD2 block	smiles
1	-1	CO[C@H](CN(C)Cc1ccc(-c2ccccn2)cc1)[C@@H](C)CN(C(=O)Nc1ccc(F)cc1)[C@H](C)CO
2	0	C[C@@H]1CCCCO[C@H](CN(C)Cc2ccncc2)[C@@H](C)CN([C@H](C)CO)C(=O)c2cc(NS(=O)(=O)c3cn(C)cn3)ccc2O1
3	5	C[C@@H]1CN([C@H](C)CO)C(=O)Cc2cc(NC(=O)NC3CCCCC3)ccc2O[C@H]1CN(C)S(=O)(=O)c1cn(C)cn1
4	1	C[C@@H]1CN([C@@H](C)CO)C(=O)c2cc(-c3ccccc3)cnc2O[C@@H]1CN(C)C(=O)Cc1cccnc1
5	4	COc1ccc(S(=O)(=O)N(C)C[C@H]2OCCCC[C@@H](C)Oc3ccc(NS(=O)(=O)c4ccc(Cl)cc4)cc3C(=O)N([C@H](C)CO)C[C@@H]2C)cc1
6	2	COc1ccc(NC(=O)N(C)C[C@H]2OCCCC[C@H](C)Oc3ccc(NS(=O)(=O)c4ccc(OC)cc4)cc3C(=O)N([C@@H](C)CO)C[C@@H]2C)cc1
7	-10	Cc1noc(C)c1S(=O)(=O)Nc1ccc2c(c1)C(=O)N([C@H](C)CO)C[C@H](C)[C@@H](CN(C)Cc1ccc(C(F)(F)F)cc1)O2
8	0	CCC#CCN(Cc1ccccc1Br)[C@H](/C=C/c1ccccc1)[C@@H](O)Cc1ccccc1
9	-1	Cc1ccc(S(=O)(=O)N(C)C[C@H]2Oc3ccc(NC(=O)Cc4cn(C)c5ccccc45)cc3C(=O)N([C@H](C)CO)C[C@H]2C)cc1
10	1	C[C@H](CO)N1C[C@H](C)[C@H](CN(C)Cc2ccc(Cl)c(Cl)c2)Oc2c(NS(C)(=O)=O)cccc2C1=O
11	0	COc1ccc(S(=O)(=O)N(C)C[C@@H]2OCCCC[C@H](C)Oc3ccc(NC(=O)Nc4cccc5ccccc45)cc3C(=O)N([C@@H](C)CO)C[C@H]2C)cc1
12	-7	C[C@@H]1CN([C@@H](C)CO)C(=O)c2cccc(NC(=O)c3ccc(-c4nccs4)cc3)c2O[C@@H]1CN(C)S(=O)(=O)c1ccc(F)cc1
13	3	C[C@H]1CN([C@@H](C)CO)C(=O)c2cc(-c3ccccc3F)cnc2O[C@@H]1CN(C)C(=O)C1CCOCC1
14	-1	C[C@H](CO)N1C[C@H](C)[C@@H](CN(C)Cc2ccccc2)Oc2ncc(C#CC3(O)CCCC3)cc2C1=O
15	2	Cc1noc(C)c1NC(=O)N(C)C[C@H]1Oc2ccc(NC(=O)Cc3ccccc3)cc2CC(=O)N([C@@H](C)CO)C[C@@H]1C
16	7	Cc1ccc(S(=O)(=O)Nc2ccc3c(c2)CC(=O)N([C@@H](C)CO)C[C@H](C)[C@H](CN(C)S(C)(=O)=O)O3)cc1
17	6	COc1cccc(-c2ccc3c(c2)O[C@H](CN(C)Cc2cccnc2)[C@H](C)CN([C@@H](C)CO)S3(=O)=O)c1
18	-1	COc1ccc(NC(=O)Nc2ccc3c(c2)C(=O)N([C@@H](C)CO)C[C@H](C)[C@@H](CN(C)C(=O)Nc2ccccc2)O3)cc1
19	2	Cc1ccc(S(=O)(=O)Nc2ccc3c(c2)CC(=O)N([C@H](C)CO)C[C@H](C)[C@@H](CN(C)Cc2ccc(Cl)c(Cl)c2)O3)cc1
20	-6	C=CC[C@]1(C(=O)NCCCOC)COC(c2ccc(OCCCO)cc2)=N1
21	-5	C[C@@H]1CN([C@@H](C)CO)C(=O)Cc2cc(NC(=O)Nc3ccc4c(c3)OCO4)ccc2O[C@H]1CN(C)Cc1ccc(-c2ccccc2)cc1
22	0	Cc1ccc(S(=O)(=O)Nc2cccc3c2O[C@@H](CN(C)Cc2ccc(C(=O)O)cc2)[C@@H](C)CN([C@H](C)CO)C3=O)cc1
23	0	COc1ccccc1-c1ccc2c(c1)O[C@@H](CN(C)C(=O)c1ccccc1)[C@@H](C)CN([C@@H](C)CO)S2(=O)=O
24	14	C/C=C/c1cnc2c(c1)C(=O)N([C@H](C)CO)C[C@H](C)[C@H](CN(C)Cc1ccncc1)O2
25	-1	C[C@H](CO)N1C[C@H](C)[C@@H](CN(C)Cc2ccncc2)Oc2c(NC(=O)Nc3ccc(C(F)(F)F)cc3)cccc2C1=O
26	-4	C=CC1CCC(N(Cc2ccccc2)S(=O)(=O)c2ccc(C)cc2)C(O)C1 (stereo not given)
27	-6	COc1ccc(CN(C)C[C@@H]2Oc3ccc(NS(=O)(=O)c4ccc(F)cc4)cc3CC(=O)N([C@H](C)CO)C[C@H]2C)cc1
28	5	C[C@H]1CN([C@@H](C)CO)C(=O)c2cc(/C=C/c3ccccc3)cnc2O[C@H]1CN(C)Cc1ccccc1F
29	-4	C[C@H](CO)N1C[C@H](C)[C@H](CN(C)C(=O)Nc2ccc3c(c2)OCO3)Oc2ncc(Br)cc2C1=O
30	5	C[C@@H](O)C#Cc1ccc2c(c1)O[C@@H](CN(C)CC1CCOCC1)[C@@H](C)CN([C@@H](C)CO)S2(=O)=O
31	-2	C[C@H](CO)N1C[C@H](C)[C@@H](CN(C)S(=O)(=O)c2cccs2)Oc2ccc(NC(=O)Nc3ccc(C(F)(F)F)cc3)cc2CC1=O
32	i	C[C@H]1CN([C@@H](C)CO)C(=O)Cc2cc(NC(=O)Nc3ccc(F)cc3)ccc2O[C@H]1CN(C)Cc1ccc(-c2ccccc2)cc1
33	13	C[C@H]1CN([C@@H](C)CO)C(=O)c2cc(-c3ccc(C#N)cc3)cnc2O[C@@H]1CN(C)CC1CCCCC1
34	1	C[C@H](CO)N1C[C@H](C)[C@H](CN(C)C(=O)Nc2cccc3ccccc23)Oc2ccc(NC(=O)Cc3ccccc3)cc2C1=O
35	-1	C[C@@H]1CN([C@H](C)CO)C(=O)c2cc(NC(=O)NC3CCCCC3)ccc2O[C@@H]1CN(C)S(=O)(=O)c1cn(C)cn1
36	6	C[C@H](CO)N1C[C@H](C)[C@H](CN(C)S(=O)(=O)c2cccs2)OCCCC[C@H](C)Oc2ccc(NC(=O)CCCN(C)C)cc2C1=O
37	-3	O=C(CCCCC(=O)N/N=C/c1cc(O)ccc1O)NO
38	4	C[C@@H]1CCCCO[C@@H](CN(C)C)[C@H](C)CN([C@@H](C)CO)C(=O)c2cc(NC(=O)c3ccccc3)ccc2O1
39	18	O=C(CCS(=O)(=O)c1ccc(Br)s1)NC(c1ccccc1)c1ccccc1
40	-3	O=C1c2ccccc2C(=O)N1[C@@H]1CCN(Cc2cccc(OCCO)c2)C1
41	-2	C/C=C/c1cnc2c(c1)C(=O)N([C@@H](C)CO)C[C@@H](C)[C@@H](CN(C)CC1CCOCC1)O2
42	5	C[C@@H]1CN([C@@H](C)CO)S(=O)(=O)c2ccc(C3=CCCC3)cc2O[C@@H]1CN(C)Cc1cncnc1
43	-1	O=C(/C=C\c1ccc2c(c1)OCO2)OCn1nnc2ccccc2c1=O
44	1	Cc1noc(C)c1NC(=O)N(C)C[C@@H]1Oc2ccc(NS(=O)(=O)c3ccccc3)cc2CC(=O)N([C@H](C)CO)C[C@@H]1C
45	-1	C[C@@H]1CN([C@H](C)CO)C(=O)c2cc(NS(=O)(=O)c3ccccc3)ccc2O[C@@H]1CN(C)C(=O)NC1CCCCC1
46	9	C[C@@H]1CCCCO[C@H](CN(C)Cc2ccccc2)[C@@H](C)CN([C@@H](C)CO)C(=O)c2cc(NC(=O)Nc3ccc(C(F)(F)F)cc3)ccc2O1
47	1	Cc1cc(C(=O)Nc2cccc3c2O[C@H](CN(C)CC2CC2)[C@@H](C)CN([C@H](C)CO)C3=O)n(C)n1
48	-20	Cc1noc(C)c1S(=O)(=O)Nc1ccc2c(c1)CC(=O)N([C@@H](C)CO)C[C@@H](C)[C@H](CN(C)Cc1ccc(C(F)(F)F)cc1)O2
49	-1	C[C@@H]1CN([C@@H](C)CO)C(=O)c2cc(N(C)C)ccc2O[C@H]1CN(C)S(=O)(=O)c1ccccc1
50	-2	COc1ccc(NC(=O)N(C)C[C@H]2Oc3ncc(-c4ccc(C#N)cc4)cc3C(=O)N([C@H](C)CO)C[C@@H]2C)cc1
51	2	C[C@@H]1CN([C@@H](C)CO)C(=O)CCCn2nncc2CO[C@@H]1CN(C)C(=O)c1ccccc1
52	2	Cc1ccc(CN(C)C[C@H]2OCc3cn(nn3)CCCC(=O)N([C@H](C)CO)C[C@@H]2C)cc1
53	-47	C[C@@H]1CN([C@@H](C)CO)C(=O)c2cc(C#CCC3CCCC3)cnc2O[C@H]1CN(C)C(=O)CC1CC1
54	6	COC(=O)CCCCCCC(=O)N/N=C/c1cccc(O)c1
55	-3	CCCCNC(=O)NS(=O)(=O)c1ccc(C)cc1
56	0	CNC[C@@H]1Oc2ncc(-c3ccccc3)cc2C(=O)N([C@H](C)CO)C[C@@H]1C
57	7	O=C1O[C@H](c2ccccc2)[C@H](c2ccccc2)N2[C@H]1[C@@H](C(=O)N1CCN(c3ncccn3)CC1)[C@]1(C(=O)Nc3ccc(C#CCCO)cc31)[C@H]2c1ccc(O)cc1
58	12	COc1ccccc1NC(=O)N(C)C[C@@H]1OCc2cn(nn2)CCCC(=O)N([C@H](C)CO)C[C@@H]1C
59	-2	C[C@H]1CN([C@@H](C)CO)C(=O)c2cccc(NC(=O)c3ccc(-c4nccs4)cc3)c2O[C@H]1CN(C)Cc1ccc(Cl)c(Cl)c1
60	3	C[C@H]1CN([C@@H](C)CO)C(=O)c2cc(C#CC(C)(C)O)cnc2O[C@H]1CN(C)C(=O)c1ccccc1F

(cont.)
No.	NSD2 block	smiles
61	-15	C[C@H](CO)N1C[C@H](C)[C@@H](CN(C)S(=O)(=O)c2ccc(Cl)cc2)Oc2ccc(NC(=O)CCC(F)(F)F)cc2CC1=O
62	6	C=CC(C)(O)C(O)CC1C(=C)CCC2C(C)(C(=O)O)CCCC12C (stereo not given)
63	-4	C[C@@H]1CN([C@@H](C)CO)C(=O)Cc2cc(NC(=O)Cc3cn(C)c4ccccc34)ccc2O[C@H]1CN(C)C(=O)Nc1ccc(C(F)(F)F)cc1
64	-3	O=C(N/N=C/c1cccs1)c1ccccn1
65	22	C[C@H]1CN([C@@H](C)CO)S(=O)(=O)c2ccc(-c3ccncc3)cc2O[C@H]1CN(C)C(=O)c1ccc2c(c1)OCO2
66	-1	C[C@H]1CN([C@@H](C)CO)S(=O)(=O)c2ccc(/C=C/c3ccccc3)cc2O[C@H]1CN(C)C(=O)Nc1cccc(F)c1
67	7	C[C@H]1CN([C@@H](C)CO)C(=O)c2cc(Br)cnc2O[C@H]1CN(C)C(=O)C1CCOCC1
68	3	COCC#Cc1ccc2c(c1)O[C@H](CN(C)Cc1ccc3c(c1)OCO3)[C@H](C)CN([C@@H](C)CO)S2(=O)=O
69	3	CC(C)C#Cc1cnc2c(c1)C(=O)N([C@H](C)CO)C[C@H](C)[C@H](CN(C)Cc1ccc3c(c1)OCO3)O2
70	-4	C[C@H](CO)N1C[C@H](C)[C@@H](CN(C)C(=O)Nc2ccc(C(F)(F)F)cc2)Oc2ccc(NC(=O)Nc3ccc4c(c3)OCO4)cc2C1=O
71	2	O=C(Nc1ccc2c(c1)[C@H]1C[C@H](CC(=O)N3CCc4ccccc4C3)O[C@H](CO)[C@H]1O2)C1CCOCC1
72	-2	O=C(O)C(c1ccccc1)N1C(=O)/C(=C/c2ccncc2)SC1=S (stereo not given)
73	-2	COC(=O)N(C)C[C@@H]1OCc2cnnn2CCCC(=O)N([C@H](C)CO)C[C@H]1C
74	-6	CCOc1cc(CC(=O)N[C@@H](CC(C)C)c2ccccc2N2CCCCC2)ccc1C(=O)O
75	6	CC(C)C#Cc1ccc2c(c1)O[C@@H](CN(C)Cc1ccncc1)[C@@H](C)CN([C@H](C)CO)S2(=O)=O
76	-3	CC(C)NC(=O)Nc1ccc2c(c1)C(=O)N([C@@H](C)CO)C[C@@H](C)[C@@H](CN(C)S(=O)(=O)c1ccc(F)cc1)OCCCC[C@@H](C)O2
77	7	C[C@@H]1CCCCO[C@@H](CN(C)C(=O)Nc2cccc3ccccc23)[C@H](C)CN([C@H](C)CO)C(=O)c2cc(NC(=O)c3ccncc3)ccc2O1
78	-2	O=C(C[C@H]1C[C@H]2c3cc(NC(=O)CC4CC4)ccc3O[C@H]2[C@@H](CO)O1)NCc1ccccn1
79	0	COc1ccc(-c2ccc3c(c2)O[C@@H](CN(C)Cc2ccccc2C(=O)O)[C@H](C)CN([C@@H](C)CO)S3(=O)=O)cc1
80	-6	O=C1CC(c2ccc(O)cc2)Oc2ccccc21 (stereo not given)
81	4	C[C@@H]1CN([C@H](C)CO)S(=O)(=O)c2ccc(-c3ccc(C#N)cc3)cc2O[C@@H]1CN(C)CC1CC1

Of the compounds above, these contain an aryl methoxy group.
No.	NSD2 block	smiles
5	4	COc1ccc(S(=O)(=O)N(C)C[C@H]2OCCCC[C@@H](C)Oc3ccc(NS(=O)(=O)c4ccc(Cl)cc4)cc3C(=O)N([C@H](C)CO)C[C@@H]2C)cc1
6	2	COc1ccc(NC(=O)N(C)C[C@H]2OCCCC[C@H](C)Oc3ccc(NS(=O)(=O)c4ccc(OC)cc4)cc3C(=O)N([C@@H](C)CO)C[C@@H]2C)cc1
11	0	COc1ccc(S(=O)(=O)N(C)C[C@@H]2OCCCC[C@H](C)Oc3ccc(NC(=O)Nc4cccc5ccccc45)cc3C(=O)N([C@@H](C)CO)C[C@H]2C)cc1
17	6	COc1cccc(-c2ccc3c(c2)O[C@H](CN(C)Cc2cccnc2)[C@H](C)CN([C@@H](C)CO)S3(=O)=O)c1
18	-1	COc1ccc(NC(=O)Nc2ccc3c(c2)C(=O)N([C@@H](C)CO)C[C@H](C)[C@@H](CN(C)C(=O)Nc2ccccc2)O3)cc1
23	0	COc1ccccc1-c1ccc2c(c1)O[C@@H](CN(C)C(=O)c1ccccc1)[C@@H](C)CN([C@@H](C)CO)S2(=O)=O
27	-6	COc1ccc(CN(C)C[C@@H]2Oc3ccc(NS(=O)(=O)c4ccc(F)cc4)cc3CC(=O)N([C@H](C)CO)C[C@H]2C)cc1
50	-2	COc1ccc(NC(=O)N(C)C[C@H]2Oc3ncc(-c4ccc(C#N)cc4)cc3C(=O)N([C@H](C)CO)C[C@@H]2C)cc1
58	12	COc1ccccc1NC(=O)N(C)C[C@@H]1OCc2cn(nn2)CCCC(=O)N([C@H](C)CO)C[C@@H]1C
79	0	COc1ccc(-c2ccc3c(c2)O[C@@H](CN(C)Cc2ccccc2C(=O)O)[C@H](C)CN([C@@H](C)CO)S3(=O)=O)cc1

Screens deposited in PubChem by Broad Institute.
